Bioassay records as filed in PubChem BioAssay.
KDM5B inh = KDM5B demethylase inhibition; Potency, µM (titrated, usually from 57.7 µM), for inactives: top-dose activity change, negative = inhibition, usual class: inhibitors; 220,000 compounds, 2.6% hits; KDM5B demethylase, FDH-coupled NADH fluorescence (FDH is formaldehyde dehydrogenase); Q9UGL1; active means well fitted inhibition curve with a large enough effect; inconclusive means small, poorly fitted or top-dose-only effect; inactive means no such curve, though single readings can be large or run the other way; further: 0% is about no effect; nearly all actives have a fitted effect of over 70% in size
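Inhibition is measured as reduced NADH fluorescence generation from FDH coupling to formaldehyde release. Truncated KDM5BΔAP at 200 nM final acts on H3K4me3 peptide (12.5 µM in substrate mix) in pH 7.5 HEPES buffer with Tween-20, 30 min, room temperature.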
Numbers without * were called inactive; i = inactive; ? = inconclusive; & = joins results of further samples; [ ] = remark or other dose. Potency means the concentration at half of the fitted maximal effect. This is a subset (hit frequency here may not be typical).

SMILES	KDM5B inh
COc1ccc(NC(=O)N2CCC(c3noc(-c4cccnc4)n3)C2)cc1 (stereo not drawn)	?
O=C(c1ccc2nc(-c3ccc(F)cc3)cn2c1)N1C[C@@H]2CCCN[C@@H]2C1	28µM*
Cc1noc(C)c1[S+](=O)([O-])N1CCC2(Cc3ccccc3NC2=O)C1 (stereo not drawn)	0%
CCN(CC)S(=O)(=O)c1cccc(C(=O)Nc2cccc3ncccc23)c1	3%
O=C(O)CN1CCN(Cc2ccc(F)cc2)C1=O	-13%
O=C(NCCCN1CCCCC1)c1cn2ccnc(-c3ccccc3)c2n1	?
COc1ccc(C(C)(C)C)cc1NC(=O)c1ccccc1-n1cnnn1	-9%
CCOC(=O)c1ccn(CSc2c(F)c(F)cc(F)c2F)n1	-4%
CCN(CC)CCCOC(=O)c1ccc(O)cc1O	5%
CN(C)C[C@@H]1CN(S(C)(=O)=O)C[C@H]1NC(=O)c1cccc(C#N)c1	-12%
O=C(N1CCOCC1)N1CCC(c2nnc3n2CCNC3)CC1	-22%[115 µM]
O=C(COC(=O)c1cc2ccccc2[nH]1)Nc1ccc2ccccc2c1	?
O=C(/C=C/c1cccs1)Oc1ccc(C(=O)c2ccccc2)cc1	6%
O=C(NCCCN1CCOCC1)c1csc(Nc2cccc3ccccc23)n1	5%
Cc1ccc(NC(=O)NCc2ccc3c(c2)CCN3C(=O)c2ccccc2)c(Cl)c1	-16%
CSc1nc(N)c2c(n1)NC1=C(C(=O)CC(C)(C)C1)C2c1ccc(F)cc1 (stereo not drawn)	?
COc1cccc(NC(=O)Nc2ccc3nc(N4CCOCC4)cc(C)c3c2)c1	?
Cc1nc(C(=O)N2CCC(c3nnc(CN4CCCC4)n3C)CC2)cs1	8%
CO[C@H]1C(=O)N(C(C)C)[C@H]1C1CCN(C(=O)c2cccnc2C)CC1	-26%
CC(NC(=O)C(Cc1ccccc1)NC(=O)OC(C)(C)C)c1ccc(O)cc1 (stereo not drawn)	-6%
COC(=O)N1CCc2nc(C(C)C)nc(-c3ccc(OC)cc3)c2CC1	-9%
C(=N\N=C\c1c[nH]c2ccccc12)/c1c[nH]c2ccccc12	3%
O=C(COC(=O)C1CC1)Nc1ccc2[nH]c(=O)[nH]c2c1	-11%
O=C(CSc1cnc2cc(S(=O)(=O)N3CCCCC3)ccc2n1)Nc1cccc(Cl)c1	18%
Fc1ccc(N/N=C/c2ccccc2Br)c(F)c1	-20%

An excerpt of these results, field by field.
> CC(NC(=O)C(Cc1ccccc1)NC(=O)OC(C)(C)C)c1ccc(O)cc1 (stereo not drawn)
- KDM5B inh = -6%

> COC(=O)N1CCc2nc(C(C)C)nc(-c3ccc(OC)cc3)c2CC1
- KDM5B inh = -9%

> C(=N\N=C\c1c[nH]c2ccccc12)/c1c[nH]c2ccccc12
- KDM5B inh = 3%

> O=C(COC(=O)C1CC1)Nc1ccc2[nH]c(=O)[nH]c2c1
- KDM5B inh = -11%

(list continues)
SMILES	KDM5B inh
O=C(Nc1ccc(Oc2ccccc2)cc1)O[C@@H]1CO[C@H]2[C@@H]1OC[C@@H]2NC(=S)Nc1ccccc1	?
COc1ccc(-c2cc3ccc(OS(=O)(=O)c4ccc(F)cc4)cc3oc2=O)cc1OC	?
O=C(OCC(=O)N1CCCC1=O)c1cc(-c2ccco2)nc2ccccc12	?
CC(=O)NC[C@@H]1C=C(C)[C@H](Cc2nc3ccc(F)cc3[nH]2)C[C@H]1C(C)C	20%[86.2 µM]
Cc1cnc(C(=O)N2CCCCCCNC(=O)[C@@H]3C[C@@H](c4nc(-c5cccnc5)no4)C[C@@H]32)cn1	-27%
O=C(C[C@H]1NC(=O)c2ccccc2NC1=O)NCCCc1nc2ccccc2[nH]1	-1%
CCCN(C(=O)c1coc(=O)c2ccccc12)c1ccccc1C	-7%
Cn1c(=O)[nH]c(=O)c2c1nc(SCCO)n2Cc1ccc(Cl)cc1	-3%
CCCCn1cnc2c1c(=O)n(CC(=O)Nc1c(CC)cccc1CC)c(=O)n2CCC	22%
COc1ccccc1OCCN1C(=O)C2(SC(NC(C)=O)=NN2C(C)=O)c2ccccc21 (stereo not drawn)	-1%
COCC(=O)Nc1ccc(-c2nc3ccccc3o2)cc1	i
COc1cccc(C(=O)N2CCC3(CC2)N=C(c2ccc(C)cc2)NO3)c1	3%
O=C1CC2(CCN(C(=O)c3ccccn3)CC2)Oc2ccccc2N1	5%[149 µM]
CC(=O)Nc1nonc1-c1nnc(SCC(=O)Nc2ccc(C)cc2)n1-c1ccccc1	-4%
O=C(CCS(=O)(=O)Cc1ccccc1)Nc1cc(C(F)(F)F)ccc1Cl	12%
CCc1c(C(=O)Nc2ccccc2)csc1C	15%
Cc1cc(C(=O)N[C@H]2CCOC[C@H]2C2CCOCC2)cc(C)n1	9%
O=C(NCc1ccncc1)c1cn(C2CN(C(=O)Nc3ccc4c(c3)OCCO4)C2)nn1	?
CC(C)OCCCNC(=O)CC1CC2CCC1C2 (stereo not drawn)	0%
COc1ccc(C2=NN(CC(=O)NCCc3ccc(OC)c(OC)c3)C(=O)CC2)cc1	-21%
COc1cc2[nH]c(C(=O)N3CCN(C)CC3)cc2c(OC)c1OC	-1%
Cc1ccc(C)c(N2CCN(CCCNC(=O)c3ccc4nc(C(C)C)oc4c3)CC2)c1	?
Cc1cccc(-n2nc(C)c(CCC(=O)N(C)C(C)C)c2Oc2ccccc2C)c1	-19%
O=C(C1CN(S(=O)(=O)c2cccnc2)CC12CCCCC2)N1CCc2ccccc2C1 (stereo not drawn)	-3%
O=C(CCc1ccccc1)Nc1sc2c(c1C(=O)O)CCCC2	22%
Later entries
SMILES	KDM5B inh
CCc1ccc(NC(=O)Cn2c(=O)n(Cc3ccccc3)c(=O)c3oc4ccccc4c32)cc1	-2%
Cc1nnc2c(N3CCN(c4ccc(F)cc4)CC3)nc3ccc(C(=O)c4ccccc4)cc3n12	-5%
Cc1ccccc1CNC(=O)Nc1ccc2c(c1)N(C)C(=O)c1ccccc1S2	-13%
COc1cc(C2CC(=O)c3c([nH]c(C(=O)OC4CCCC4)c3C)C2)cc(OC)c1OC (stereo not drawn)	-16%
CC(C)N1C(=O)S/C(=C/c2cn(CC#N)c3ccccc23)C1=O	13%
Cc1ccc(Cl)cc1N1CCN(S(=O)(=O)c2c(C)[nH]c(C)c2C(=O)N2CCCCC2)CC1	3%
Cc1cccc(C(=O)N2CCCCCC2c2nc(C)no2)c1 (stereo not drawn)	16%
COc1ccc(-c2nc(CCNC(=O)c3cccs3)cs2)cc1	?
COc1ccccc1N1CCN(C(=O)CSc2nc(C)cc(=O)[nH]2)CC1	-9%
CCCn1c(Br)nc2c(=O)n(C)c(=O)n(C)c21	-3%
CCN1c2cc(C(=O)Nc3ccc(N(C)C)cc3)ccc2C(=O)N2CCCCC21 (stereo not drawn)	-25%
Cc1ccc(C)c(C(=O)c2sc(Nc3cccc(F)c3)nc2N)c1	-26%
CC(C)C(NC(=O)c1ccco1)C(=O)NC1CCCCCC1 (stereo not drawn)	24%
COc1ccc(C(=O)N2CCc3nc(C4CC4)nc(-c4ccc(Cl)cc4)c3CC2)cc1	-11%
Cc1cc(C)cc(NC(=O)C(=O)NCCCN2CCOCC2)c1	6%
Clc1ccc(-c2noc(-c3ccncc3)n2)cc1	-1%
Cc1ccc2c(C)c(CCC(=O)Nc3ccccc3)c(=O)oc2c1	5%
COc1ccc(S(=O)(=O)Nc2ccc(Cl)c(S(=O)(=O)N3CCOCC3)c2)cc1	10%
O=C(COc1ccc(Cl)cc1)Nc1ccccc1OCc1cc(=O)n2ccccc2n1	0%
O=C(CCSCc1ccccc1F)N1CCN(c2ccc(F)cc2)CC1	-10%
Cc1cc(SCC(=O)NCc2ccccc2)nc(=O)[nH]1	-5%
CCCC(=O)N(c1ccc2oc(C)c(C(C)=O)c2c1)S(=O)(=O)c1ccc(C)cc1	?
CN1[C@@H](CCC(=O)NCc2cccnc2)CNC(=O)[C@@H]2[C@H]1CCN2Cc1ccccc1	4%[86.2 µM]
COc1cccc(F)c1-c1ccc2c(n1)c(=O)ncn2Cc1ccccc1	-19%[86.2 µM]
CN1CCN(C(=O)c2cccc(C(F)(F)F)c2)CC1	-1%
Next part.
SMILES	KDM5B inh
COc1ccc(S(=O)(=O)N2CCN(Cc3ncc(-c4ccc(F)cc4)o3)CC2)cc1	2%
Cc1nn(-c2ccc(C(C)C)cc2)c(C)c1[C@@H]1C=C[C@@H](NCc2ccccc2)C1	?
Cc1cc2cc(-c3c(C)noc3C)nc(Nc3ccc(Cl)cc3)c2o1	22µM*
Cc1cc(F)ccc1NC(=O)C1CCN(S(=O)(=O)c2ccc3c(c2)CCCC(=O)N3)CC1	8%
COc1ccc([C@@H](NC(=O)CN2CCc3ccccc3C2)C2CC(O)C2)cn1 (stereo partly drawn)	7%
O=C(NCc1ccccc1C(F)(F)F)c1cc2n(n1)CC(c1ccc3c(c1)OCO3)OC2 (stereo not drawn)	32µM*
CN(C)C(C(=O)N1CCC(F)(F)CC1)c1ccccc1F (stereo not drawn)	11%
Cc1ccc(NC(=O)C(Sc2nnnn2C2CCCC2)c2ccccc2)cc1 (stereo not drawn)	12%
Cc1ccc(F)cc1NC(=O)c1cc(-c2ccc[nH]2)n[nH]1	-6%
CC(=O)N(Cc1ccc(C(C)C)cc1)C1CC1	26%
COc1cccc(C(=O)NN2C(=S)N(c3ccccc3)C(=O)C2CC(N)=O)c1 (stereo not drawn)	19%
O=C(NCc1ccc(Cl)cc1)c1ccc(CNS(=O)(=O)c2ccc(F)cc2)cc1	10%&1%
O=C(O)COCC(=O)N1CC[C@H](c2nc3ccccc3[nH]2)C1	-7%[86.2 µM]
Cc1ncsc1C(=O)N1CCNc2cnc(Nc3cccc(C(F)(F)F)c3)nc2C1	?
COC(=O)N/N=C/c1cc(Cl)cc(Cl)c1OCCCOc1ccccc1	-9%
CCN1CCCC1CNC(=O)C1CCN(c2nc(Cl)nc3nc[nH]c23)CC1 (stereo not drawn)	3%
COc1cccc2c1cc1c(=O)n(CC(=O)NC3CCCCC3)nc(C)n12	?
CC1=C(C(=O)Nc2ccc(F)c(F)c2)C(c2ccc(F)cc2)NC(=S)N1 (stereo not drawn)	-16%
COCCCNC(=O)C(NC(=O)C1CC1)C1CCN(C(=O)c2ccccc2)CC1 (stereo not drawn)	-11%
CCOC(=O)C1CCCN(C(=O)c2ccc(NC(=O)c3nsc4ccccc34)cc2)C1 (stereo not drawn)	-21%
O=C(NC1CCCCC1)N1CCN(c2ccc(Cl)nn2)C(=O)C1	3%[149 µM]
O=C1CC(c2noc(-c3ccccc3OC(F)(F)F)n2)CN1C1CCCCC1 (stereo not drawn)	-11%
CCOc1ccc(CN2CCc3nc(N(C)C)[nH]c(=O)c3CC2)cc1	-12%
Cc1cccc(NC(=O)C2CC(=O)n3c(nc4ccccc43)N2)c1 (stereo not drawn)	-15%
Cc1ccccc1Cn1ccc(NC(=O)c2nn3cccnc3c2Cl)n1	21%

A different layout for part of the listing above.
canonical_smiles | KDM5B inh
O=C(O)COCC(=O)N1CC[C@H](c2nc3ccccc3[nH]2)C1 | -7%[86.2 µM]
CCOC(=O)c1ccn(CSc2c(F)c(F)cc(F)c2F)n1 | -4%
CC(=O)NC[C@@H]1C=C(C)[C@H](Cc2nc3ccc(F)cc3[nH]2)C[C@H]1C(C)C | 20%[86.2 µM]
COc1cccc(NC(=O)Nc2ccc3nc(N4CCOCC4)cc(C)c3c2)c1 | ?
COc1ccc(C(=O)N2CCc3nc(C4CC4)nc(-c4ccc(Cl)cc4)c3CC2)cc1 | -11%

Next part:
SMILES	KDM5B inh
CCC(c1cccs1)N1C(=O)[C@H]2CN(S(=O)(=O)c3ccc(C(C)C)cc3)C[C@H]2C1=O (stereo partly drawn)	3%
CCOc1ccccc1C(=O)NC1CCN(c2cc(-c3ccccc3)[nH]n2)C1 (stereo not drawn)	?
O=C1c2cnc(-c3ccsc3)nc2OCCN1c1cccc(C(F)(F)F)c1	-3%[86.2 µM]
Cc1c(C(=O)Nc2cccc(C(F)(F)F)c2)oc2ccc3c(c12)C(=O)CC(C)(C)O3	?
COc1cccc(C(=O)Nc2ccc(S(=O)(=O)N(Cc3ccccc3)c3ccccc3)cc2)c1	?
CCc1ccc(NC(=O)c2cc(S(=O)(=O)N3CCCCCC3)ccc2F)cc1	6%
Cn1ccc2c(OCC(=O)Nc3cc(C(F)(F)F)ccc3Cl)cccc2c1=O	-20%
COC(=O)/C=C/C(=O)Nc1cc(Cl)ccc1O	?
COc1ccc(CNC(=O)N2CCCCCCNC(=O)[C@@H]3CCCC[C@@H]32)cc1	7%
COc1cccc([S+](=O)([O-])N2CCCC3(C2)C(=NC2CCCC2)NC(=O)N3c2cccnc2)c1 (stereo not drawn)	26%[115 µM]
COCCCNc1oc(-c2cccc3ccccc23)nc1C#N	i
COc1ccc(-n2c(SCC(=O)Nc3cccc(C#N)c3)nnc2-c2ccccc2OC)cc1	6%
Cc1c(CC(=O)NCc2ccc(F)cc2)c(=O)oc2cc(O)ccc12	i
Fc1cccc(Cl)c1CNc1n[nH]c(-c2ccco2)n1	?

Some of these compounds in order of SMILES length, descending:
SMILES	KDM5B inh
CCC(c1cccs1)N1C(=O)[C@H]2CN(S(=O)(=O)c3ccc(C(C)C)cc3)C[C@H]2C1=O (stereo partly drawn)	3%
COc1cccc(C(=O)Nc2ccc(S(=O)(=O)N(Cc3ccccc3)c3ccccc3)cc2)c1	?
CCOc1ccccc1C(=O)NC1CCN(c2cc(-c3ccccc3)[nH]n2)C1 (stereo not drawn)	?
O=C1c2cnc(-c3ccsc3)nc2OCCN1c1cccc(C(F)(F)F)c1	-3%[86.2 µM]
COCCCNc1oc(-c2cccc3ccccc23)nc1C#N	i
COC(=O)/C=C/C(=O)Nc1cc(Cl)ccc1O	?
